Assay outcomes deposited in PubChem BioAssay by National Center for Advancing Translational Sciences (NCATS).
FUS yeast rescue – suppressors of FUS proteinopathy in yeast; Potency, µM (series often up to 76.6 µM), for the others: at the highest dose growth rescue (activation), hits mostly activators; actives 0.24% (n = 390,000); AID 1347120; S. cerevisiae FUS-expressing, growth rescue, OD600, 24 h;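 note: potency is the fitted concentration of half-maximal effect; plate controls were DMSO vehicle for no effect and reference control for full effect; nearly all actives have a fitted effect of over 55% in size; some results filed as inactive show a strong effect at the top dose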
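Galactose (2%) drives FUS expression in yeast precultured in raffinose; seeding density OD 0.005. Test compounds incubated 24hr at 30C and 99% humidity before absorbance at 600 nm was measured.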
Akt phos inh – Akt phosphorylation inhibition; activity change, % for hits at 50 µM; actives 0.32% (n = 360,000); Neuro2A IGF-stimulated pAkt S473 HTRF, 20 min; active compounds read low; in the data active = activity change below about -80%; inconclusive = mostly about -51% to -80%; note: % is set by controls: 0 for no effect and ±100 for the full control effect
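Neuro2A cells (4,500/well, DMEM with 0.5% FBS) were treated with compound at a single 50 µM final concentration, stimulated with 6 nM IGF for 20 min at 37 °C, and lysed. Phospho-Akt Ser473 was read by HTRF as 665/615 ratio ×10^4.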
GLP1R cytotox – cytotoxicity counter-screen for GLP-1 receptor inverse agonists | HEK293 cAMP-luciferase reporter cells, luminescence, 24 h | Potency, µM (top dose mostly 38.3 µM), for inactives: top-dose activity change, negative = inhibition, most hits filed as inhibitors | actives 0.13% (n = 410,000);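 note: loss of luciferase light is scored as toxicity; potency is the fitted concentration of half-maximal effect; % is set by controls: 0 for no effect and ±100 for the full control effect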
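Luminescence readout: signal drop marks cytotoxicity. Plated cells grew 12 h at 37 °C, 5% CO2, received 23 nL compound for 24 h, then got luciferase reagent, read after 12 min at RT.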
TDP43 rescue – TDP-43 toxicity inhibition in yeast; TDP-43 expressing yeast growth rescue, BacTiter-Glo, 24 h; Potency, µM (series often up to 46.1 µM), without a hit: at the highest dose growth rescue (activation), most hits filed as activators; actives 1.8% (n = 410,000); note: potency is the fitted concentration of half-maximal effect; % of control where 0% means no effect; nearly all actives have a fitted effect of over 50% in size
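Yeast cells expressing TDP-43 under galactose induction are exposed to compounds for 24 hr at 30 deg C. BacTiter-Glo luminescence measures growth, so protective compounds score as activators.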
PTHR1 ag – activates the human parathyroid hormone receptor PTHR1; HEK293 GP2 PTHR1 cells, GloSensor cAMP luminescence, 1 h; AID 743266; actives 0.075% (n = 410,000); Potency, µM (top dose mostly 115 µM), for inactives: at the highest dose activation, most hits filed as activators; note: potency is the fitted concentration of half-maximal effect; nearly all actives have a fitted effect of over 55% in size; some results filed as inactive show a strong effect at the top dose; inactives centre near -15; many of its hits are not listed in these tables
Target sequence (Q03431 whole entry, looked up): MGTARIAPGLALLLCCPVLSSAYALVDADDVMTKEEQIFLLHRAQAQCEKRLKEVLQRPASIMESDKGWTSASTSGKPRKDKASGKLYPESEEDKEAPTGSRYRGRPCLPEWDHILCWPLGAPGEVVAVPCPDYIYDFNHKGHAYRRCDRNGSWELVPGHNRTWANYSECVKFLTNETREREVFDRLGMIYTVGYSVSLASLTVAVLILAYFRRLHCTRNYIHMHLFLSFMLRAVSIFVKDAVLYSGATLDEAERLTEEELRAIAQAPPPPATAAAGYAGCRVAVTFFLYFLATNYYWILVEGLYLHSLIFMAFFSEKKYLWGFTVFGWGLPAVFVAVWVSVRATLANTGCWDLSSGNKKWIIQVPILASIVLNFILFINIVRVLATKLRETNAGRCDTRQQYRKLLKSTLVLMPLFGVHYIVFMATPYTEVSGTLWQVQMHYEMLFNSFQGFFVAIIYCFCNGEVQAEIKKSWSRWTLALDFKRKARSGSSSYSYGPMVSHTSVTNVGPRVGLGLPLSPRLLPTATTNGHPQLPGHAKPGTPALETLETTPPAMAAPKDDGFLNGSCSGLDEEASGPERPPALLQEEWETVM
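HEK-293-derived GP2 cells expressing PTHR1 and a GloSensor cAMP reporter, 3,000/well, plated overnight, given luciferin plus IBMX (each 0.5 mM as added) for 1 h at 37 °C, then compound for 1 h at 37 °C. Luminescence was read after 15 min at room temperature.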
aSyn rescue – rescues yeast growth from alpha-synuclein toxicity; Yeast expressing alpha-synuclein, growth rescue, BacTiter-Glo, 24 h; Potency, µM (top dose mostly 46.1 µM), for inactives: top-dose growth rescue (activation), hits mostly activators; actives 0.14% (n = 370,000); AID 652106; note: potency is the fitted concentration of half-maximal effect; % of control where 0% means no effect; nearly all actives have a fitted effect of over 65% in size
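Galactose-induced alpha-syn yeast (OD600=0.02, raffinose-pregrown) + pinned cpd, 24 hr, 30 deg C; growth by BacTiter-Glo luminescence. Growth restoration scores as activation.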
MmCpn inh – blocks the Methanococcus maripaludis chaperonin Mm-Cpn; purified Mm-Cpn ATPase, ADP Transcreener TR-FRET; Potency, µM (series often up to 76.9 µM), inactives show top-dose activity, negative = inhibition, usual class: inhibitors; actives 0.031% (n = 330,000); note: potency is the fitted concentration of half-maximal effect; % is set by controls: 0 for no effect and ±100 for the full control effect; nearly all actives have a fitted effect of over 80% in size
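25 nM Mm-CPN + cpd, 10 min 37°C; + 10 uM ATP, 30 min 37°C; buffer 30 mM Tris pH 7.4, 100 mM KCl, 5 mM MgCl2, 1 mM DTT; Transcreener ADP HTRF detection 30 min RT.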
GLP1R inv ag – acts as inverse agonist at human GLP-1 receptor. HEK293 GLP-1R CRE-luciferase, luminescence, 24 h; GLP-1R form is constitutively active. Potency, µM (top dose mostly 38.3 µM), for inactives: at the highest dose activity change, negative = inhibition, usual class: inhibitors. actives 1.6% (n = 410,000). AID 624417; note: potency is the fitted concentration of half-maximal effect; % is set by controls: 0 for no effect and ±100 for the full control effect; nearly all actives have a fitted effect of over 55% in size
Target sequence (P43220 whole entry, looked up): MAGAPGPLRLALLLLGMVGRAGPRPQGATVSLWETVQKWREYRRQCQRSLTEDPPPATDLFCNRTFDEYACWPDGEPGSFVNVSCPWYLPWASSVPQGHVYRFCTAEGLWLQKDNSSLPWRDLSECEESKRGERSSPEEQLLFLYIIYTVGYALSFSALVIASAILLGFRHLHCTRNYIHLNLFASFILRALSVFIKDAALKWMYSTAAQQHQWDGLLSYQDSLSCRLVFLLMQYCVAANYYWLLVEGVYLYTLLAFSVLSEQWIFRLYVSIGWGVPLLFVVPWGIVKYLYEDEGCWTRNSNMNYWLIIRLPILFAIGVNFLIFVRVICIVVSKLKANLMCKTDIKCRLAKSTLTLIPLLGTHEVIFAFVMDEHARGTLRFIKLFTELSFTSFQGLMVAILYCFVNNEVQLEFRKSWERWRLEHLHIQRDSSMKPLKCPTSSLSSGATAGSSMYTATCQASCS
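Cells are plated, allowed 12 hours at 37 deg C, then treated with compounds for 24 hr before luciferase detection reagent is added and luminescence is read after 12 min at room temperature. The HEK293 line carries constitutively active GLP-1R with a cAMP-responsive reporter.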
Abeta yeast res – compounds reversing amyloid beta toxicity in yeast; yeast expressing A-beta42, growth rescue, OD600, 48 h; response scale: 0% DMSO, 100% iron-clioquinol control; actives 0.063% (n = 410,000); AID 1347071; Potency, µM (top dose mostly 46.1 µM), for the others: at the top dose growth rescue, hits mostly activators; note: potency is the fitted concentration of half-maximal effect; nearly all actives have a fitted effect of over 55% in size
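Growth rescue measured by 600 nm absorbance after 48 h yeast culture at 30 C with compound. Values normalized between DMSO and an equimolar ferric chloride plus clioquinol control.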
Starred values were filed as active, the others as inactive; i = inactive; u = inconclusive; x = not tested or not shown; [ ] = dose if it differs, or a comment. Unless noted, calls come from the whole dose curve; as a rule, active = well fitted curve in the direction sought with a large enough effect; inconclusive = small, poorly fitted or top-dose-only effect, or another doubt; inactive = no such curve, though single readings can be large; an effect the other way counts as inactive or inconclusive. The list is partial; the hit share may differ from the screen's.

SMILES	FUS yeast rescue	Akt phos inh	GLP1R cytotox	TDP43 rescue	PTHR1 ag	aSyn rescue	MmCpn inh	GLP1R inv ag	Abeta yeast res
Nc1ccccc1Sc1ccccc1[N+](=O)[O-]	x	i	-10.5%	17.8µM*	-32.8%[inhibitor]	17.5%	1.6%	-24.4%	5.4%
CCc1cccc(NC(=O)Nc2cn(C)c(=O)c3ccccc23)c1	-2.7%	x	0.7%	u	i	x	x	1.1%	1.9%
O=C1CCCN1c1cc(Cl)ccc1Cl	8.1%	i	-14.2%	24.7%	-20.0%[57.5 µM]	-1.8%	0.9%	0.0%	-8.2%
O=C(COc1ccccc1)N[C@@H]1c2ccccc2CC[C@H]1OCc1ccccc1	21.3%	i	8.5%	5.2%	-25.0%	12.9%	2.4%	u	-19.1%
Cc1ccc(NC(=O)CN(C)S(=O)(=O)c2ccc3c(c2)CCC(=O)N3)c(C)c1	14.6%	x	-12.6%	9.8%	-2.5%	x	x	-9.2%	-25.2%
O=C(COC(=O)c1ccc(Br)c(S(=O)(=O)N2CCOCC2)c1)NC1CC1	4.2%	i	-3.9%	-11.8%	i	1.4%	-15.6%	1.1%	9.2%
CCc1ccc(NC(=O)[C@H](C)NC(=O)C2CCN(C(=O)[C@@H](N)C(C)C)CC2)cc1	-33.9%	i	-11.6%	10.0%	i	-3.0%	0.5%	11.4%	1.8%
Cc1ccccc1C(=O)Nc1ccc(N(C)C)c2ccccc12	14.0%	i	-0.9%	-4.8%	u	3.7%	0.3%	u	23.6%
COc1ccc(CN2C(=O)CCC2(C)c2nnnn2C2CCCCC2)cc1 (stereo unspecified)	5.2%	i	-5.9%	24.2%	-3.9%	2.4%	x	-8.0%	-5.6%
COC(=O)c1cc(Sc2c(Cl)cccc2Cl)ccn1	20.9%	i	-8.4%	u	-24.8%	1.7%	-0.7%	u	-15.3%
CCCn1c(SCC(=O)Nc2cccc(Cl)c2Cl)n[nH]c1=O	6.3%	i	-1.6%[0.307 µM]	-9.4%	i	0.6%	1.2%	-3.6%[0.307 µM]	2.2%
Cc1cc(=O)oc(C)c1C(=O)NCCNC(=O)c1c(C)cc(=O)oc1C	11.9%	x	-2.3%	3.5%	i	0.3%	-0.6%	0.0%	0.9%
O=C(CSc1nnnn1-c1ccccc1)N1N=CCC1c1ccccc1 (stereo unspecified)	11.1%	i	-20.8%	-1.0%	i	1.8%	-1.8%	u	-3.5%
COc1ccc2ccccc2c1/C=N/NC(=O)c1nnn(-c2nonc2N)c1CN(C)C	-14.6%	i	0.1%	2.2%	-15.8%	1.6%	1.9%	-3.3%	4.7%
CCc1ccc(C(=O)C(C)OC(=O)c2cccc(S(=O)(=O)N3CCOCC3)c2)cc1 (stereo unspecified)	u	i	-5.9%	6.8%	-23.2%	1.3%	-0.1%	u	-13.0%
Cc1ccc(C(=O)Nc2cccc3cccnc23)cc1C	12.9%	i	4.0%	u	i	-13.8%	0.5%	6.3%	-16.0%
Cc1ccc(-c2nnn(CC(=O)N(c3ccccc3F)C(C(=O)NC3CCCC3)c3ccco3)n2)o1 (stereo unspecified)	10.7%	i	u	-22.8%	-20.8%	-13.1%	0.2%	-9.9%	-5.1%
CCOC(=O)c1ccc(NC(=S)NCCc2ccc(OC)c(OC)c2)cc1	18.5%	i	u	21.2%	-22.7%	-1.0%	2.7%	u	-5.5%
CCc1ccc(C(=O)c2cn(CC(=O)Nc3ccc4c(c3)OCO4)c3ccc(CC)cc3c2=O)cc1	-8.2%	x	3.0%	-13.0%	-20.3%	x	x	2.5%	-4.2%
Cn1c(=O)c2c(nc(NC3CCCC3)n2C)n(C)c1=O	-33.9%	i	-0.8%	5.9%	-16.1%	-3.4%	0.9%	23.6%	-7.3%
CC(C)c1nn2c(N)c(/C=C3\C=Nc4ccccc43)c(=O)nc2s1	7.0%	i	-40.1%	6.5%	-32.5%	-5.7%	-4.7%	-12.0%	6.5%
Cc1ccc(N2CCN(C(=O)c3cn(C)c4ccc(S(=O)(=O)N(C)C)cc4c3=O)CC2C)cc1 (stereo unspecified)	22.7%	x	0.6%	6.4%	13.6%	x	x	-3.3%	-10.8%
CCCCN1C(=N)N([C@@H](C)CN2CCC[C@H]2CN2C(N)=NC[C@H]2CC(C)C)C[C@H]1[C@H](C)CC	-22.3%	i	-0.9%	22.4%	i	0.5%	-0.9%	-7.2%	-7.5%
Cc1nc2ccccn2c(=O)c1NC(=O)c1ccc(C(F)(F)F)cc1	0.9%	x	13.0%	0.4%	i	x	x	-0.5%	-9.7%
Cc1cc(C)c(C)c(S(=O)(=O)N2C(=S)NC(=O)C2CC(C)C)c1C (stereo unspecified)	-3.9%	i	-22.0%	12.1%	-3.1%	23.2%	1.9%	u	3.6%

Record cards, as listed above. Screens in order: FUS yeast rescue	Akt phos inh	GLP1R cytotox	TDP43 rescue	PTHR1 ag	aSyn rescue	MmCpn inh	GLP1R inv ag	Abeta yeast res
Listed for O=C(CSc1nnnn1-c1ccccc1)N1N=CCC1c1ccccc1 (stereo unspecified) → 11.1%	i	-20.8%	-1.0%	i	1.8%	-1.8%	u	-3.5%
Listed for Cn1c(=O)c2c(nc(NC3CCCC3)n2C)n(C)c1=O → -33.9%	i	-0.8%	5.9%	-16.1%	-3.4%	0.9%	23.6%	-7.3%
Listed for COC(=O)c1cc(Sc2c(Cl)cccc2Cl)ccn1 → 20.9%	i	-8.4%	u	-24.8%	1.7%	-0.7%	u	-15.3%
Listed for CCc1ccc(C(=O)C(C)OC(=O)c2cccc(S(=O)(=O)N3CCOCC3)c2)cc1 (stereo unspecified) → u	i	-5.9%	6.8%	-23.2%	1.3%	-0.1%	u	-13.0%
Listed for Cc1ccc(N2CCN(C(=O)c3cn(C)c4ccc(S(=O)(=O)N(C)C)cc4c3=O)CC2C)cc1 (stereo unspecified) → 22.7%	x	0.6%	6.4%	13.6%	x	x	-3.3%	-10.8%

Additional structures:
SMILES	FUS yeast rescue	Akt phos inh	GLP1R cytotox	TDP43 rescue	PTHR1 ag	aSyn rescue	MmCpn inh	GLP1R inv ag	Abeta yeast res
CCOc1ncccc1C(=O)OCC(=O)Nc1c(C)cccc1C	7.1%	i	6.8%	-13.0%	26.1%[57.5 µM]	1.8%	0.8%	-24.6%	14.7%
O=C(CCS(=O)(=O)c1ccc(Cl)cc1)NCCN1C(=O)S/C(=C\c2ccccc2F)C1=O	x	i	-3.5%	-2.7%	-28.9%	3.1%	0.9%	u	-4.0%
Cc1nc2c(C#N)c[nH]n2c(=O)c1Cc1ccccc1	37.5%	i	1.0%	-18.3%	-5.9%[57.5 µM]	-4.1%	-2.3%	4.6%	-24.7%
CCOc1ccccc1/C=N/Nc1nc2ccccc2o1	-3.0%	i	3.6%	-1.7%	i	-2.6%	-1.7%	4.8%	4.7%
COc1ccccc1NC(=O)CSC1=Nc2ccccc2C2=NC(CC(=O)NCc3ccco3)C(=O)N12 (stereo unspecified)	-17.2%	x	-7.8%	3.3%	-31.2%[inhibitor]	x	x	20.5%	-9.1%
O=S(=O)(O)c1cc(O)c2ccc(Nc3ccccc3)cc2c1	u	i	17.5%	-24.8%	-11.4%	-2.2%	x	24.2%	9.1%
Cc1nonc1NC(=O)c1oc2ccccc2c1C	-20.4%	i	0.0%	26.3%	i	-1.9%	-1.6%	30.4%[activator]	5.2%
COCCNC(=O)C(=O)Nc1ccc2c(c1)N(S(=O)(=O)c1cccs1)CCC2	11.1%	i	u	u	i	-2.3%	-0.8%	u	-13.1%
Cn1nc(C(=O)NC2CCC(O)CC2)c2ccccc2c1=O (stereo unspecified)	-14.2%	i	6.8%	u	-46.2%[inhibitor]	-1.2%	-0.4%	3.3%	3.6%
CN(C)c1ccc(-c2ccnc3c2CC(C)(C(=O)NCc2ccco2)O3)cc1 (stereo unspecified)	18.3%	i	-15.1%	u	i	6.7%	x	-34.8%	-7.0%
CC1CCN(S(=O)(=O)c2ccc3c(c2)N(CC(=O)NCCCN2C(C)CCCC2C)C(=O)CO3)CC1 (stereo unspecified)	6.6%	i	-1.2%	4.0%	-8.2%	4.3%	-0.1%	1.6%	-5.4%
COc1cccc(C2CC(=O)Nc3c2c(=O)n(C)c(=O)n3C)c1OC (stereo unspecified)	-4.1%	i	0.8%	16.1%	-8.8%	-3.3%	-2.1%	-4.9%	-1.1%
Cc1ccc(C)c(N2CCN(C(=O)C(C)n3nc(C)c4sc5ccccc5c4c3=O)CC2)c1 (stereo unspecified)	2.3%	x	-10.6%	-6.7%	i	x	x	-0.9%	-8.2%
CC(C)[C@@H](CO)NC(=O)c1ccc2c3n(nc2c1)-c1ccc(Cl)cc1CO3	31.7%	i	4.0%	6.8%	i	-2.9%	0.9%	30.9%[activator]	-5.6%
COc1ccccc1N1CCN(CCN2C(=O)C3CCCCN3C2=O)CC1 (stereo unspecified)	5.4%	i	-2.1%	3.5%	-4.1%	-3.6%	-1.7%	2.8%	-3.2%
COc1ccc(CNC(=O)COC(=O)c2ccccc2C(=O)c2ccccc2)cc1	9.8%	i	-5.4%	22.9%	-16.3%	2.3%	2.3%	u	9.5%
N#Cc1ccccc1NC(=O)C1CCCO1 (stereo unspecified)	-2.6%	i	-0.7%	12.8%	i	0.6%	x	-7.8%	0.6%
O=C1NC(c2cccc3ccccc23)Nc2ccccc21 (stereo unspecified)	x	i	u	u	i	2.6%	x	u	13.4%
COCCCN1CC(=O)N2C(c3ccc(C)cc3)c3[nH]c4ccccc4c3C[C@H]2C1=O (stereo partly specified)	27.6%	i	-7.4%	15.6%	-22.8%	14.6%	0.8%	-16.5%	0.3%
